# Source: PubChem
# XBP1 UPR activ: adaptive UPR (XBP1) activation. CHO-XBP1 luciferase reporter, IRE1-XBP1 UPR activation, luminescence; percent of tunicamycin response, DMSO as zero. activation, % at 20 µM. hit rate 0.33% among 330,000. AID 463104;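 active = versus positive control, 20 µM dose yields 30% or more activation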;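 note: 100% = tunicamycin at 10 µg/mL and 0% = DMSO only wells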
#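 Assay system: CHO-XBP1 luciferase reporter cells; Schedule: 6 h treatment, 37 °C; Detection: glow luminescence from Steady-Glo reagent; Benchmarks: high control tunicamycin 10 µg/mL final, low control DMSO vehicle only.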
# Mdm2 MdmX PPI: disrupts the human Mdm2-MdmX interaction | inhibition, % at 8 µM | SaOS-2 split-luciferase Mdm2/MdmX complementation, luminescence | AID 485346 | O15151+Q00987 | hit rate 3% among 330,000;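 active = inhibition of at least 50% at 8 µM in the primary screen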
# EBI2 block: blocks human EBI2 receptor beta-arrestin signaling | P32249 | EBI2 beta-arrestin recruitment, luminescence, 7a,25-OHC stimulated | inhibition, % at 5 µM | hit rate 0.81% among 360,000 | AID 651636; in the data active = inhibition above about 38%;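 note: enzyme fragment complementation signal reports receptor beta-arrestin coupling in cells; 0% = agonist plus DMSO wells and 100% = wells without agonist; some results beyond the cut were filed as inactive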
# Target sequence (P32249 whole entry, looked up, the tested form may be a part): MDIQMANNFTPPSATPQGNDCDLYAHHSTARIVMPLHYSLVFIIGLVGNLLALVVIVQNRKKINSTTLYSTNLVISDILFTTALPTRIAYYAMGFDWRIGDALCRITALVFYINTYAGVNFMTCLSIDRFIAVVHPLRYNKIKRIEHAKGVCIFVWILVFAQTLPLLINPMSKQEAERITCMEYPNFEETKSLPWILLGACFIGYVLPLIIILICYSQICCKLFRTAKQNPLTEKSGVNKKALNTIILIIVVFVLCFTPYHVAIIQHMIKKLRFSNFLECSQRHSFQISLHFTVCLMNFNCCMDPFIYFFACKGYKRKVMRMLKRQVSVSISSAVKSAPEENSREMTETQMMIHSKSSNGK
# CXCR6 block: blocks human CXCR6 beta-arrestin recruitment | inhibition, % at 20 µM | hit rate 0.36% among 360,000 | O00574 | CHO-K1 PathHunter CXCR6 beta-arrestin, luminescence; in the data active = inhibition above about 34%, passing the limit was not always enough;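 note: antagonist mode with CXCL16 agonist at 10 nM final; 0% = 10 nM CXCL16 with DMSO and 100% = unstimulated wells without agonist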
# Target sequence (O00574 whole entry, looked up): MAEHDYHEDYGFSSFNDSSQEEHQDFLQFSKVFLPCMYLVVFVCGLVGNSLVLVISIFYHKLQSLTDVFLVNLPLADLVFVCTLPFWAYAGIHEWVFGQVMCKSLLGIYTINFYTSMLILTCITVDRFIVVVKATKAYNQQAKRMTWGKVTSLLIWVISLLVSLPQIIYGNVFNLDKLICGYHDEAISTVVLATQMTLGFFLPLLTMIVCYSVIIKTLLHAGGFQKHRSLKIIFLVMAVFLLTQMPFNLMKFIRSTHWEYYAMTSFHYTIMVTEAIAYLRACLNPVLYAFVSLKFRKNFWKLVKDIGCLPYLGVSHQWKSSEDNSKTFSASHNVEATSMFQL
# Jurkat NFkB inh: lowers PMA/ionomycin-induced NF-kB signal in Jurkat cells; PMA/ionomycin-induced NF-kB luciferase reporter, luminescence; inhibition, % at 4 µM; hit rate 0.53% among 330,000; AID 435003; in the data active = inhibition above about 50%
# 697 NFkB inh: inhibitors of the PMA/ionomycin-induced NF-kB reporter in 697 B cells; 697 B-cell NF-kB luciferase reporter, 16 h; inhibition, % at 4 µM; hit rate 0.33% among 330,000; AID 435022; in the data active = inhibition above about 35%
# CCR6 antagonist: CCR6 (human) receptor antagonism. hit rate 0.49% among 340,000. CHO-K1 CCR6 PathHunter beta-arrestin, luminescence, CCL20-stimulated. inhibition, % at 20 µM. AID 493098. P51684;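 active = compounds whose inhibition of the agonist-driven luminescence signal at 20 µM reaches about 50%, limit read from the data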;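 note: cells stimulated with CCL20 at 14 nM final; plate controls were DMSO with CCL20 for no effect and DMSO without agonist for full effect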
# Target sequence (P51684 whole entry, looked up): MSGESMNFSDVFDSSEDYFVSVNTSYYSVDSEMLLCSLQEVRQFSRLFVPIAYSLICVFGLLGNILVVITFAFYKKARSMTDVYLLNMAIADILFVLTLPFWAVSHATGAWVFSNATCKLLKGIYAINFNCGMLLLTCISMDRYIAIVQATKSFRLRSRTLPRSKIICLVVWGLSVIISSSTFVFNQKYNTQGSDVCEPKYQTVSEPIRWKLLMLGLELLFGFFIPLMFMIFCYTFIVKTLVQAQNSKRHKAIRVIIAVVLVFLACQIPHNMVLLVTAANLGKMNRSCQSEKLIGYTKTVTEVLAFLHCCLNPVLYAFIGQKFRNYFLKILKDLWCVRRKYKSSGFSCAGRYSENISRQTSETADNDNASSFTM
# Gli-Sufu antag: blocks Gli-Sufu signaling in a luciferase reporter | Sufu-KO-LIGHT fibroblasts, Gli luciferase reporter luminescence | inhibition, % at 5 µM | hit rate 0.74% among 340,000 | AID 588413;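 active = inhibition above about 55%, limit read from the data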;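 note: 0% = DMSO-treated cells and 100% = wells with medium but no cells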
# UPR CHOP act: apoptotic UPR (CHOP) activation | activation, % at 10 µM | CHO-CHOP luciferase reporter, luminescence; percent of tunicamycin response over DMSO baseline | hit rate 0.34% among 330,000;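 active = at 10 µM dose, activation of 40% or more, normalized to positive control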;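 note: 100% = tunicamycin at 10 µg/mL and 0% = DMSO alone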
#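 Assay system: CHO-CHOP cells, stable luciferase reporter of PERK-eIF2a-CHOP signalling / Buffer or medium: F12 plus 10% serum / Compound dosing: one dose, 10 µM in 0.5% DMSO / Times: 6 h compound treatment, 37 °C / Technique: luciferase luminescence / Read-out: % reporter activation, DMSO baseline versus tunicamycin full activation / Benchmarks: tunicamycin and DMSO controls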
# * hit, by the source's call; · = no result given.
# Each structure is followed by: Jurkat NFkB inh	Mdm2 MdmX PPI	Gli-Sufu antag	CCR6 antagonist	UPR CHOP act	CXCR6 block	XBP1 UPR activ	EBI2 block	697 NFkB inh
- Cc1ccc(S(C)(=O)=O)cc1C(=O)Nc1cccc(S(=O)(=O)N2CCCCCC2)c1
→ 5	-4	-1	14	0.1	-5	-3	-3	3
- COC(=O)c1ccc(COC(=O)c2[nH]c(C)c(C(C)=O)c2C)o1
→ 28	34	28	-9	1.7	-34	1	-24	-1
- Cc1cccc(Nc2nc3c(c(=O)n(C)c(=O)n3C)n2CC(O)CO)c1 (configuration not stated)
→ -3	0	9	-4	-0.7	-6	-3	3	6
- CCCCCCCSc1ncnc2[nH]ncc12
→ ·	·	-11	0	·	-2	·	1	·
- CC(C)c1ccc(NC2CCCN(C(=O)c3ccccc3-c3ncc[nH]3)C2)cc1 (configuration not stated)
→ 9	17	11	12	0.3	-7	-3	-6	-17
- CC1(C)CC(CCC(=O)Nc2ccc(S(N)(=O)=O)cc2)C(=O)O1 (configuration not stated)
→ -4	-16	-18	9	-2.7	-3	0	0	12
- CCN(C[C@H]1N[C@@](Cc2ccccc2)(C(=O)OC)[C@H]2C(=O)N(Cc3ccccc3)C(=O)[C@@H]12)C(=O)Nc1ccc(C(F)(F)F)cc1
→ -5	85*	2	-4	6.7	-4	4	16	-6
- COc1ccc(CCNC(=O)c2cccnc2Cl)cc1OC
→ 7	-3	-1	9	2.5	-8	1	1	10
- Cn1c(N)c(C(=O)COC(=O)c2cncc(Br)c2)c(=O)n(C)c1=O
→ 5	6	5	20	-2.2	5	0	-8	16
- CN(C)/C=N/c1nc2nccc(-c3cccs3)n2n1
→ -14	19	7	-20	-0.3	-5	1	-17	1
- Cc1ccc(C(=O)N[C@H](C(=O)OCC(=O)c2ccc[nH]2)C(C)C)cc1
→ 1	5	-7	13	1.4	-6	-3	-12	7
- CCCn1c(=O)c(C(=O)Nc2ccccc2)c(O)c2ccccc21
→ 0	-5	4	-21	3.9	-12	3	-2	2
- NC(=O)Cn1c(=O)n(CCc2ccccc2)c(=O)c2c3c(sc21)CCCC3
→ -3	58*	8	-4	-2.0	6	-2	0	8
- O=S(=O)(NCc1nnc2ccccn12)c1ccc(Cl)cc1
→ -1	23	-8	-5	-0.6	-2	-1	-11	8
- Cc1ccc(S(=O)(=O)N(C)CCCC(=O)Nc2ccc(F)cc2)cc1
→ 16	15	4	7	0.0	4	0	-3	6
- Fc1ccc(F)c(NC(=S)NCCc2ccccc2)c1
→ -2	0	25	-9	1.8	0	0	-6	-16
- O=C1c2oc3ccccc3c(=O)c2C(c2cccc(Br)c2)N1Cc1ccco1 (configuration not stated)
→ 11	31	6	17	0.5	-1	-3	14	16
- COC(=O)c1ccccc1NC(=O)c1nc2nc(C)cc(C(F)F)n2n1
→ 0	-7	1	-6	-4.2	-1	0	-8	23
- Cc1ncsc1CCOC(=O)C12CC3CC(CC(C3)C1)C2
→ 2	3	2	-3	1.7	-7	1	-8	-4
- COc1ccc(/C(O)=C2/C(=O)C(=O)N(CCCN3CCOCC3)C2c2ccc(N(C)C)cc2)cc1 (configuration not stated)
→ 7	-15	1	6	0.6	-2	-2	-6	10

# Some values from the results shown:
# For EBI2 block, `Cc1ncsc1CCOC(=O)C12CC3CC(CC(C3)C1)C2` has the entry -8
# For Mdm2 MdmX PPI, `CCCn1c(=O)c(C(=O)Nc2ccccc2)c(O)c2ccccc21` has the entry -5
# For CCR6 antagonist, `Cc1ccc(C(=O)N[C@H](C(=O)OCC(=O)c2ccc[nH]2)C(C)C)cc1` has the entry 13

# (next part)
# Each structure is followed by: Jurkat NFkB inh	Mdm2 MdmX PPI	Gli-Sufu antag	CCR6 antagonist	UPR CHOP act	CXCR6 block	XBP1 UPR activ	EBI2 block	697 NFkB inh
- O=C(NNS(=O)(=O)c1ccccc1C(F)(F)F)c1cc2ncc(C(F)(F)F)cc2s1
→ -12	13	2	-3	0.6	5	1	7	1
- CC(=O)NC(C)C12CC3CC(CC(CC(=O)O)(C3)C1)C2 (configuration not stated)
→ -25	15	0	17	-1.6	-8	0	-4	9
- O=c1oc(-c2cccs2)nc2ccc(Cl)cc12
→ -3	18	2	8	0.7	-4	1	5	-10
- CCOc1cc(C2CC(=O)Nc3cc(C)c(C)cc32)ccc1O (configuration not stated)
→ 7	20	-7	3	-1.6	10	1	12	4
- Nc1cc(-c2ccccc2)nn1S(=O)(=O)c1ccc(F)cc1
→ 2	27	2	2	-2.5	-1	-2	8	-2
- O=[N+]([O-])c1c(NCCO)cc(N2CCN(Cc3ccc4c(c3)OCO4)CC2)c2nonc12
→ 7	12	5	12	4.9	1	0	-6	16
- COc1ccc2nc(NC(=O)CN(C)S(=O)(=O)c3cccs3)sc2c1
→ -9	6	-24	7	-1.3	-7	-4	8	-26
- COc1ccc(NC(=O)NNC(=O)c2ccc3ccccc3c2)cc1OC
→ 5	29	10	10	0.3	-5	-3	-12	10
- O=C(NCCn1cc(SCc2ccccc2)c2ccccc21)c1ccccc1F
→ -27	2	0	5	0.2	-5	-2	18	-17
- CN(C)S(=O)(=O)c1cccc(-c2nnc3n2CCCCC3)c1
→ -1	3	5	-6	2.0	5	-1	7	32
- CCC(CO)Oc1cc(NCc2ccc(Cl)cc2Cl)c2ncn(C(C)C)c2c1 (configuration not stated)
→ -4	37	19	10	-1.2	-2	-4	5	-6
- CCc1ccc(NC(=O)COn2nnc3ccc(S(=O)(=O)N(C)C)cc32)cc1
→ 6	22	-6	14	0.2	-1	-2	-1	1
- Cc1ccc(Sc2ccc(C(=O)N(C)C)cc2[N+](=O)[O-])cc1
→ -14	24	1	14	0.8	-11	3	-1	10
- CCN1CCN(C(CNC(=O)c2ccc3c(c2)OCO3)c2cccnc2)CC1 (configuration not stated)
→ -1	-13	-11	3	2.8	-10	5	-2	1
- O=C(Nc1ccc(Oc2cccc(C(F)(F)F)c2)nc1)c1cccs1
→ 18	30	-5	-1	3.1	-8	0	18	-34
- COc1cccc(CNC(=O)CCC2CCCN(C(=O)c3cc(C)[nH]n3)C2)c1 (configuration not stated)
→ 10	15	-7	-5	-1.1	1	0	3	18
- O=C(CNCC1CCCCC1)Nc1cccc(S(=O)(=O)N2CCOCC2)c1
→ 0	15	-2	-1	-2.7	-4	-3	-1	16
- COc1ccc(CCNC(=O)c2cc3cc(F)ccc3nc2C)cc1OC
→ -3	-12	5	-9	1.1	1	-1	2	-6
- Cc1cccc(C)c1NC(=O)CN(C)C(C)C(=O)Nc1ccccc1-c1ccccc1 (configuration not stated)
→ -2	15	0	17	-0.3	17	-2	1	10
- Cn1cccc1Cc1nnc(SCC(=O)Nc2ccccc2F)n1CCc1ccccc1
→ -21	17	-3	2	0.5	-4	0	26	1
- COC(=O)c1ccc(C)c(NC(=O)Cn2c(C)csc2=O)c1
→ -4	27	7	0	-0.7	7	1	1	-4
- CC(=O)N(CCCNC(=O)c1ccccc1)C(=O)c1ccccc1
→ 0	-13	7	16	0.0	0	1	0	-5
- O=C(CN1CCN(C(=O)c2ccccc2)CC1)Nc1ncc(Br)cc1Br
→ -4	8	3	27	-0.7	-2	-2	-5	13
- CC(C)(C#N)NC(=O)C1CCCN1S(=O)(=O)c1ccc2ccccc2c1 (configuration not stated)
→ 15	33	5	-5	2.0	-6	3	1	-31
- COc1ccc(C(=O)COC(=O)CCC(=O)Nc2ccc(C(C)=O)cc2)cc1
→ -6	11	-34	12	7.1	12	-3	-6	4
- Cc1c(NC(=O)COC(=O)Cc2ccc(F)cc2)c(=O)n(-c2ccccc2)n1C
→ 13	5	0	0	0.0	-14	0	-2	0
- O=Nc1c(O)n(Cc2c(Cl)cccc2Cl)c2ccccc12
→ 22	52*	-18	-35	0.3	2	0	-17	-27
- COc1ccccc1OCCn1c(=O)n(C)c2ccccc21
→ -1	10	-6	15	3.4	5	-2	3	7
- COC(=O)CN(c1c(C)cccc1C)S(C)(=O)=O
→ 7	11	2	-9	-2.7	1	-1	0	17
- CCOC(=O)C1=CN(Cc2cccc(-c3ccc4c(c3)OCO4)c2)S(=O)(=O)N(C)C1C (configuration not stated)
→ ·	24	1	20	-0.2	-5	-4	10	8
- CN(Cc1ccccc1)c1nc2c(c(=O)[nH]c(=O)n2C)n1CCCc1ccccc1
→ -19	-4	19	15	0.7	5	3	7	-68
- NS(=O)(=O)c1ccc(NC(=O)C2Cc3ccccc3CN2C(=O)c2ccco2)cc1 (configuration not stated)
→ -1	-7	10	12	0.7	5	-4	1	-4
- O=C(CCS(=O)(=O)c1ccc(F)cc1)N1CCN(c2ccccc2)CC1
→ -27	-42	-31	10	3.4	3	0	-3	-25
- CCOC(=O)c1[nH]c(=O)[nH]c1CNc1ccccc1C#N
→ -7	10	1	7	1.5	5	-4	-8	-1
- c1ccc2c(c1)Cc1cc(CN3CCOCC3)ccc1-2
→ -110	-80	-54	-8	1.8	-7	2	-5	-54
- CCOc1ccc(CCNC(=O)COC(=O)/C=C/c2ccccc2)cc1OCC
→ -6	8	1	-1	2.2	-6	-1	1	11
- O=C(O)COc1ccccc1/C=N/NC(=O)c1cccc(S(=O)(=O)Nc2cccc(Cl)c2)c1
→ 12	-11	9	-4	0.5	-10	7	-1	-6
- CC1(c2ccccc2)CC(C)(C)N(C(=O)C2CCCO2)c2ccccc21 (configuration not stated)
→ -2	14	13	30	0.6	13	-3	18	-19
- O=C(O)c1ccc2c(=O)n(Cc3ccccc3)c(SCc3ccc([N+](=O)[O-])cc3)nc2c1
→ 31	-18	2	17	-1.8	12	-4	5	-1
- CCN(CC)C(=O)CN(c1ccc2c(c1)OCO2)S(C)(=O)=O
→ 8	15	-6	-3	-3.4	-2	-4	-7	-1
- CCOc1ccc(NC(=S)NC(=O)/C=C/c2ccc(C)cc2)c([N+](=O)[O-])c1
→ 10	37	-28	-1	34	2	213*	-6	4
- Cc1ccccc1NS(=O)(=O)c1ccc(C(=O)NCC2(N3CCOCC3)CCCCC2)cc1
→ ·	·	13	20	·	0	·	-1	·
- Cc1csc(SCC(=O)O)n1
→ 2	-32	2	-2	0.3	2	-3	-6	-9
- Cc1nn(-c2ccccc2)c2nc3c(cc12)C(=O)CCC3
→ -27	6	-14	0	0.4	8	-1	-5	-18
- CN1/C(=C\C(=O)COC(=O)c2nccnc2N)C(C)(C)c2ccccc21
→ 21	-14	-13	11	-2.2	-1	-3	-11	-9
- O=C(Cn1cnc2ccccc2c1=O)c1ccc(Br)cc1
→ -46	-8	-55	1	4.8	1	-1	-9	-72
- Cc1ccc(S(=O)(=O)NC(C)(C)CSc2ncccn2)cc1
→ 6	15	-3	-1	0.8	1	-2	-1	22
- Cc1nn(CC(=O)Nc2ccc(N(C)C)cc2)c(C)c1[N+](=O)[O-]
→ 8	-7	6	10	1.4	-6	-3	-9	8
- CC1CCc2c(sc(NC(=O)c3noc4c3CCCC4)c2C(N)=O)C1 (configuration not stated)
→ ·	·	-52	-6	·	-13	·	14	·
- O=C(NC(=O)c1cccc(Cl)c1)OC[C@@H]1CCCN2CCCCC12 (some centres not stated)
→ -7	19	4	4	-0.4	5	-1	1	6

# Some of the entries so far, in CSV form:
structure,Jurkat NFkB inh,Mdm2 MdmX PPI,Gli-Sufu antag,CCR6 antagonist,UPR CHOP act,CXCR6 block,XBP1 UPR activ,EBI2 block,697 NFkB inh
Cc1nn(-c2ccccc2)c2nc3c(cc12)C(=O)CCC3,-27,6,-14,0,0.4,8,-1,-5,-18
O=C(Cn1cnc2ccccc2c1=O)c1ccc(Br)cc1,-46,-8,-55,1,4.8,1,-1,-9,-72
